Screening data as filed in PubChem.
HSP90 refold inh – inhibitors of HSP90 luciferase refolding in rabbit reticulocyte lysate | luciferase refolding luminescence, 3 h | inhibition, % at 5.6 µM | 0.91% of 290,000 active | AID 1789;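 active = inhibition above the screen-wide mean plus 3 SD, computed separately per campaign, cut at about 16% in these data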;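 also: 0% = DMSO wells and 100% = 60 µM geldanamycin wells; inhibitors lower the luminescence because luciferase stays unfolded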
Platelet DG rel – platelet dense granule release activity; human platelet-rich plasma, SFLLRN dense granule ATP release, luminescence; inhibition, %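 (compounds screened at 7.5 µM in platelet-rich plasma)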; 0.22% of 300,000 active;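 active = mean replicate score, as percent of positive control, at or above 50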
GSK3B inh – human GSK3beta kinase inhibition. GST-GSK3beta kinase, ADP-Glo luminescence, 60 min; hits give low values. activity score (negative = inhibition), % at 10 µM. 0.038% of 300,000 active;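 active = more than half of replicate wells score below -50%, meaning over 50% inhibition versus plate controls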;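 also: 0% = median DMSO wells and -100% = median GW8510 positive control wells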
Target sequence (P49841 whole entry, looked up): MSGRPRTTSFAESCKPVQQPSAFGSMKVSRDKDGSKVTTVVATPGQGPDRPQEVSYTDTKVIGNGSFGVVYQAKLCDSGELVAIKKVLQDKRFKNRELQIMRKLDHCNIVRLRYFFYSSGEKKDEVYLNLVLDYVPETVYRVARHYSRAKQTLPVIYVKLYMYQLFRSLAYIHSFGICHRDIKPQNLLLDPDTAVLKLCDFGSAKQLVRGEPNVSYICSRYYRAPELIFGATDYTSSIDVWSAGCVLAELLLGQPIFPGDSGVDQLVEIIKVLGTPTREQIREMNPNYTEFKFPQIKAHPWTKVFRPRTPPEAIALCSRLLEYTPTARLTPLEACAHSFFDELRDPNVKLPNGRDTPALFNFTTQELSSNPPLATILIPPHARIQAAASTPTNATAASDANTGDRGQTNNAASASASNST
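Assay system: GST-tagged human GSK3beta kinase, cell-free; Input: 1.6 ng GSK3beta; Medium: Tris/MgCl2 kinase buffer; Timing: 60 min enzyme reaction, room temperature; Signal: ADP-Glo luminescence quantifying ADP generated by kinase; Evaluation: score relative to plate controls; Benchmarks: DMSO neutral wells and GW8510 at 20 µM as positive.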
GSK3 alpha inh – blocks human GSK-3 alpha kinase; P49840; ADP-Glo luminescence, 60 min; inhibition, % at 10 µM; 0.1% of 320,000 active;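 in the data active = inhibition above about 50%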;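 also: GST-tagged GSK-3 alpha with peptide substrate and 25 µM ATP; 0% = DMSO neutral wells and 100% = GW8510 positive control wells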
Target sequence (P49840 whole entry, looked up): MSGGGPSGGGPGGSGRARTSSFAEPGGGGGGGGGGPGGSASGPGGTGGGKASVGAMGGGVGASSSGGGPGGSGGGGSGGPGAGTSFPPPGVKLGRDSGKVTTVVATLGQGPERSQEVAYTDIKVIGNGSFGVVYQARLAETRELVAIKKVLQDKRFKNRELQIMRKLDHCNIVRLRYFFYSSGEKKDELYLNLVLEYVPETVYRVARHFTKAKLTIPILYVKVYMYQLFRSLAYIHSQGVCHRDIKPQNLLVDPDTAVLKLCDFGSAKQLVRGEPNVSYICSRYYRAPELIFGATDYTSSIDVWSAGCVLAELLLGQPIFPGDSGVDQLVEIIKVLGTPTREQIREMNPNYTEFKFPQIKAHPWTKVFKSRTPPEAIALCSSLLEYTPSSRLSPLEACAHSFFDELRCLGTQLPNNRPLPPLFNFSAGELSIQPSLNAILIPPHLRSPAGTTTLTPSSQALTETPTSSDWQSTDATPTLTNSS
HSF1 inhib – HSF1 inhibition; 0.77% of 300,000 active; NIH3T3-HGL HSE-luciferase, MG132-induced, luminescence 8 h; hits give low values; AID 2098; activity change, negative = inhibition, % at 7.5 µM (by protocol);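 active = more than half of replicate wells show activity change below -50%, luminescence cut by over half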;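 also: luciferase reports HSF-1 transcriptional activity via heat shock element; 0% = median of DMSO wells and -100% = zero luminescence signal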
aSyn 5UTR inh – MLPCN primary screen, SNCA 5' untranslated region; alpha-synuclein 5'UTR reporter, inhibitor activity; 0.82% of 300,000 active; inhibition, % (tested at 7.5 µM); in the data active = inhibition above about 60%;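 also: H4 neuroglioblastoma cells stably carrying SNCA 5'UTR luciferase fusion; 0% = DMSO wells and 100% = positive control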
KLF5 inh – kruppel-like factor 5 inhibition; inhibition, % at 5 µM; AID 1700; 0.23% of 290,000 active; DLD-1 KLF5 promoter-luciferase reporter, luminescence;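 active = inhibition above a per-plate limit of that plate's mean compound inhibition plus 3 SD, cut at about 60% in these data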;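 also: 0% = DMSO wells and 100% = LY294002 at 200 µM; higher means less KLF5 promoter-driven luciferase light; inactives centre near -14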
Dyrk1A ADPGlo – Dyrk1A (rat) kinase inhibition; AID 504441; Q63470; 0.43% of 310,000 active; inhibition, % at 12.5 µM; ADP-Glo luminescence, NFATc1 peptide; in the data active = inhibition above about 50%;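 also: plate controls were vehicle with enzyme for no effect and no enzyme for full effect; many of its hits are not listed in these tables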
HSF-1 act – increases HSF-1 driven luciferase reporter signal | NIH3T3-HGL HSF-1 luciferase reporter, MG132, 8 h; 100% = twice DMSO control signal | AID 504408 | 1.7% of 300,000 active | activation, % at 9 µM;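 active = mean replicate activation of at least 50% with a set share of replicates each reaching 50%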;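 also: 0% = median of the neutral control wells and 100% = twice that signal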
IEC-6 cytotox – kills IEC-6 intestinal cells in KLF5 counter-screen; IEC-6 cytotoxicity, luminescence viability; inhibition, % at 5 µM; 0.78% of 290,000 active; in the data active = inhibition above about 22%;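 also: 0% = plate median of test compound wells and 100% = cytotoxic reference compound wells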
Active calls of the source: *; nt = not tested or not shown.

SMILES	HSP90 refold inh	Platelet DG rel	GSK3B inh	GSK3 alpha inh	HSF1 inhib	aSyn 5UTR inh	KLF5 inh	Dyrk1A ADPGlo	HSF-1 act	IEC-6 cytotox
C/C(CC(=O)Nc1ccc2c(c1)OCCO2)=N\NC(=O)c1ccccc1Cl	-4	11	-2	-1	2	-34	-37	-6	15	0
O=c1c(-c2ccc(Cl)cc2)[n+]([O-])c2ccccc2n1O	3	-1	1	-3	-3	15	-10	2	-3	1
COCCn1ccc2c(OCC(=O)NCCc3ccc(OC)c(OC)c3)cccc2c1=O	nt	nt	4	0	-3	4	nt	nt	-8	nt
CC(=O)NCCNC(=O)C1CCC(CNc2nc(=S)[nH]c3ccccc23)CC1 (stereo not drawn)	4	7	-1	-3	-2	3	-18	11	-6	-2
CCn1c(SCC(=O)N2CCOCC2)nc(O)cc1=O	2	2	3	0	-45	-4	-20	-1	-57	0
O=C(Cc1ccc(Cl)cc1)c1c[nH]c(C(=O)NCCCn2ccnc2)c1	0	-2	0	-2	17	10	-9	1	28	6
COc1cccc(Nc2cc(C)nc3nc(C)nn23)c1	-4	7	0	-2	-1	7	-52	-3	6	-1
Cc1ccc(SCC(=O)NCCSCc2ccccc2)cc1	-7	6	2	1	3	1	-15	-6	21	3
CCN(CC(=O)N1CCOCC1)S(=O)(=O)c1cc(Cl)ccc1Cl	2	30	-3	0	-1	1	-2	nt	2	-1
c1ccn2c(SCc3ccc4c(c3)OCCO4)nnc2c1	3	nt	nt	-1	nt	nt	-78	10	nt	-2
CCOc1ccc(NC(=S)NCc2cccnc2)cc1	5	-16	5	-1	2	4	4	nt	-1	-1
COc1ccc(N(CC(=O)NC2CC3CCC2C3)S(=O)(=O)c2ccc(C)c([N+](=O)[O-])c2)cc1 (stereo not drawn)	-1	3	3	-1	-6	-5	-30	2	14	-10
Cc1cc(C)nc(SCC(=O)c2c(N)n(C)c(=O)n(C)c2=O)n1	-6	0	0	-1	1	-14	-18	-4	-6	2
CC(C)[C@H](NC(=O)[C@H](Cc1ccccc1)n1c(=O)[nH]c2ccccc2c1=O)C(=O)N1CCC[C@H]1C(=O)O	-2	-1	3	-5	-1	-7	-7	9	2	0
CNS(=O)(=O)c1cccc(C(=O)OCC(=O)Nc2ccccc2OC(F)F)c1	1	nt	2	0	8	21	-6	-1	7	0

Four of the compounds above, with bars between the fields:
SMILES | HSP90 refold inh | Platelet DG rel | GSK3B inh | GSK3 alpha inh | HSF1 inhib | aSyn 5UTR inh | KLF5 inh | Dyrk1A ADPGlo | HSF-1 act | IEC-6 cytotox
CCN(CC(=O)N1CCOCC1)S(=O)(=O)c1cc(Cl)ccc1Cl | 2 | 30 | -3 | 0 | -1 | 1 | -2 | nt | 2 | -1
COc1ccc(N(CC(=O)NC2CC3CCC2C3)S(=O)(=O)c2ccc(C)c([N+](=O)[O-])c2)cc1 (stereo not drawn) | -1 | 3 | 3 | -1 | -6 | -5 | -30 | 2 | 14 | -10
CCOc1ccc(NC(=S)NCc2cccnc2)cc1 | 5 | -16 | 5 | -1 | 2 | 4 | 4 | nt | -1 | -1
CNS(=O)(=O)c1cccc(C(=O)OCC(=O)Nc2ccccc2OC(F)F)c1 | 1 | nt | 2 | 0 | 8 | 21 | -6 | -1 | 7 | 0

The list goes on:
SMILES	HSP90 refold inh	Platelet DG rel	GSK3B inh	GSK3 alpha inh	HSF1 inhib	aSyn 5UTR inh	KLF5 inh	Dyrk1A ADPGlo	HSF-1 act	IEC-6 cytotox
CC(=O)c1cccc(Nc2nc(N3CCOCC3)nc(N3CCOCC3)n2)c1	-4	7	3	2	-7	-2	-24	-7	1	0
CCOC(=O)c1cc(-c2ccc(F)cc2)n(CC(=O)Nc2nccs2)c1C	0	5	-4	nt	5	-9	12	5	21	-1
O=C(Nc1ccc(S(=O)(=O)N2CCCCC2)cc1)C1CCCCC1	2	21	nt	0	-4	-5	-49	0	7	4
COC(=O)c1ccc(C(=O)NC2CCCc3c2cnn3-c2ccccc2F)nc1 (stereo not drawn)	-3	-5	-3	0	-3	41	43	2	-6	2
Cc1occc1C(=O)N1CCCC(Nc2ccc(F)cc2)C1 (stereo not drawn)	-2	0	-2	1	-9	2	-18	8	-5	1
O=C(NCc1ccccn1)C(=O)NCC1OCCCN1S(=O)(=O)c1cc(F)ccc1F (stereo not drawn)	3	-5	-5	-1	-4	-12	-22	0	4	3
CCc1ccc(OCC(=O)Nc2nnc(-c3ccco3)s2)cc1	-3	5	1	-1	-4	4	-15	1	-1	-3
O=C(NC1CCCCC1)NC1CC2CCC(C1)N2C(=S)NCc1ccco1 (stereo not drawn)	0	-2	-2	-1	0	0	-15	-3	3	-6
O=C(COC(=O)c1ccccc1Br)NCCN1C(=O)CSC1=O	2	-3	4	0	-1	-43	-12	nt	9	1
Cc1cc(=O)[nH]c2c1c(-c1ccccc1)nn2C	-2	5	0	-1	-6	23	-20	2	8	-5
O=C(CC1SC(N2CCCCC2)=NC1=O)Nc1cccc(C(=O)O)c1 (stereo not drawn)	-1	-7	-3	-1	-5	-2	-10	-2	-6	3
Cc1cc(=O)nc2c3ccccc3n(CC(=O)Nc3ccccc3Br)n12	-1	3	2	0	1	-16	-29	4	8	-2
Cc1cccc(Cn2c(Cc3ccccc3)nc3ccccc32)c1	4	-9	4	-2	3	-10	-17	4	12	-1
CCc1c(C)nc(SCC(=O)Nc2ccc3c(c2)OCCO3)[nH]c1=O	3	10	3	-4	10	-45	1	-3	20	10
CCCOC(=O)c1ccc(NC(=O)Cc2cccs2)cc1	-1	2	1	2	15	-50	-34	0	8	-7
O=C(CSc1ncccn1)Nn1cnnc1	-6	2	-1	1	-2	-22	-35	3	13	0
Cc1cc(C)c2nc(SCC(=O)Nc3cc(C)on3)c(C#N)cc2c1	5	9	nt	0	-2	-40	-1	3	27	-1
CCc1cccc(C)c1NC(=O)C1CCCN1C(=O)NCc1ccccc1 (stereo not drawn)	-3	-3	1	0	1	-11	-27	-2	6	-6
CCOC(=O)c1cnc2ccccc2c1Nc1cccc(C(=O)O)c1	-2	0	2	-2	0	19	-3	0	17	2
Cc1nnc(NC(=O)COc2ccc3c(C)cc(=O)oc3c2)s1	-2	4	1	2	-6	13	-23	3	-13	-5
O=C1c2ccccc2OC2(C=Cc3ccccc3O2)N1Cc1ccccc1 (stereo not drawn)	-1	19	1	-4	2	-46	-20	1	-2	-1
CC(C)[C@H](NC(=O)OCc1ccccc1)C(=O)OCC(=O)NCCc1ccccc1	-1	0	0	0	2	-5	-7	-1	-2	5
CCC(c1nnnn1C1CCCC1)N1CCN(c2cccc(OC)c2)CC1 (stereo not drawn)	1	4	2	-1	6	18	8	3	6	-4
C/C(=N\Nc1nccnc1Cl)c1ccc(O)cc1	4	15	-2	1	1	-55	-89	6	12	1
COc1ccc(N2CCN(CCNS(=O)(=O)c3ccc(C)cc3)CC2)cc1	6	-2	4	2	-5	8	11	11	15	5
COc1cccc(CC(=O)Nc2ccccc2C(=O)N2CCOCC2)c1	-7	18	-2	-1	-7	11	-17	5	-9	-3
Cc1noc2ncnc(Sc3ccc(Br)cc3)c12	4	3	-1	-2	129	-23	-15	-4	153*	-4
Cc1ccc2nc(N/N=C/c3ccco3)cc(C)c2c1	5	8	0	3	-3	-186	-43	13	0	-4
Cc1ccc(Nc2nc3ccccc3n3nnnc23)cc1	-1	-5	3	0	-13	16	-21	-4	-16	9
COc1ccc(S(=O)(=O)Nc2cccnc2)c(Cl)c1Cl	-2	-4	2	1	-11	-1	-19	-3	-14	1
COc1ccccc1C(CNC(=O)c1cccc(S(=O)(=O)Nc2ccc(C)cc2)c1)N1CCCC1 (stereo not drawn)	nt	5	0	1	10	5	nt	0	5	nt
CCN(CC)CCN1C(=O)C(=O)/C(=C(/O)c2c(C)[nH]c(C(=O)OC)c2C)C1c1ccccc1OC (stereo not drawn)	2	1	0	8	nt	-18	2	6	nt	2
O=C(c1cccs1)N1CCN(Cc2cccnc2)CC1	nt	-2	2	-4	6	27	nt	-5	-7	nt
NS(=O)(=O)c1ccc(CNC(=O)CSc2nc3ccc(Cl)cc3[nH]2)cc1	1	3	0	0	-3	21	-13	6	5	-1
c1ccc(Nc2nc(-c3ccncc3)cs2)nc1	0	0	-1	1	16	-108	-294	3	33	1
CC1CCN(C(=O)C2CCC(C)(C(=O)O)C2(C)C)CC1 (stereo not drawn)	-5	-4	-2	4	-10	-12	-14	-3	0	3
CCOC(=O)C(=CNc1cccc(N)n1)C(=O)OCC	5	9	2	-1	-12	6	-11	7	-10	0
COc1ccc(/C=C(\C#N)C(=O)c2c(C)[nH]c3ccccc23)cc1OC	0	7	-1	3	-14	8	-17	-2	-28	-1
CCOC(=O)CN1C(=O)CSc2ccc(S(=O)(=O)N3CCCC3)cc21	0	2	0	-1	-24	10	-4	0	-41	4
O=C(Nc1ccc(N2CCOCC2)cc1N1CCOCC1)c1ccc([N+](=O)[O-])cc1Cl	2	-5	3	0	1	9	-15	-10	0	-1
O=C1CN(c2ccc(Cl)cc2)C2(CCCCC2)S1	-3	2	1	0	-5	14	-19	-6	-7	0
Cc1csc(N/N=C/c2ccccn2)n1	48*	43	-1	2	-10	69*	-57	4	3	-8
Cc1cccc(-n2nc3c(c2NC(=O)c2ccc(Br)o2)CSC3)c1C	-2	nt	nt	nt	nt	nt	-17	-5	nt	2
COc1ccc(/C=N/NC(=O)c2cccc(NC(C)=O)c2)c(OC)c1	13	2	0	0	3	23	-6	3	5	3
CCN(CC)c1nc(SCC(=O)O)nc(N(CC)CC)n1	-1	1	0	-4	-2	4	-12	-4	-2	0
CN1CCN(c2ccc(C(=O)c3ccc(F)cc3)cc2)CC1	-2	-66	0	1	19	-133	-84	2	48	2
O=C(COc1ccc2ccccc2c1)N1CCN(C(=O)c2ccc([N+](=O)[O-])cc2)CC1	2	4	0	0	-2	-29	-18	6	0	4
CC(Oc1cc(F)ccc1[N+](=O)[O-])C(=O)Nc1ccc(S(=O)(=O)N2CCCC2)cc1 (stereo not drawn)	0	2	3	1	-7	10	-35	-6	-1	4
Cn1c(C2=C(O)CN(Cc3ccccc3)C2=N)[n+](C)c2ccccc21	0	nt	2	1	nt	nt	6	-4	nt	0
Cc1cccc(C(=O)OCc2cc(=O)oc3c(C)c(C)ccc23)c1O	-1	-4	4	-2	2	-26	-38	-8	31	3
O=C(COC(=O)CCN1C(=O)c2ccccc2C1=O)Nc1ccc(S(=O)(=O)N2CCCC2)cc1	6	-3	1	-2	-3	-17	-14	2	-8	10
Cc1ccc(N2C(=O)C(Cl)=C(N3CCOCC3)C2=O)c(C)c1	-4	-10	0	-2	-10	8	-14	10	-4	0
Cc1ccc(C(=O)N/C(=C/c2ccccc2F)C(=O)NCCCn2ccnc2)cc1	-1	-1	2	-1	-3	-3	-19	-9	11	3
CN(C)c1ccc(C(=O)N2CCN(c3cc(C(F)(F)F)nc4ccccc34)CC2)cc1	-6	3	0	0	-9	17	-17	0	2	-2
Cc1cccc(Nc2nnc(C)c(=O)n2N)c1	4	-6	-1	-4	0	-18	-13	1	-4	-1
COc1cc(OCC(N)=O)cc(OC)c1OC	-1	-33	0	0	3	-4	1	-1	4	9
CCOc1ccc(CNC(=O)C2Cc3cc(S(=O)(=O)N4CCCC4)ccc3N2C(C)=O)cc1 (stereo not drawn)	0	7	0	-1	5	7	-24	-6	-6	-3
CCOC(=O)c1ccc(NC(=S)N(CCCN2CCCC(C)C2)Cc2ccco2)cc1 (stereo not drawn)	1	-12	-1	2	6	-14	-14	-1	-2	-5

Only part of the results is shown; rates above refer to the full screens.
